High-throughput results deposited in PubChem by several laboratories.
Tb hexokinase – Trypanosoma brucei hexokinase 1 inhibitors, primary screen, biochemical, G6PDH-coupled NADH absorbance, MLSCN library; recombinant TbHK1, G6PDH-coupled NADH A340; inhibition, % at 10 µM; hit rate 0.11% among 220,000; AID 1430, 2008;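 active means inhibition of 50% or more in the single-dose primary screen; inactive means inhibition below 50%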
p47phox inh – p47phox/p22phox peptide binding inhibitors, primary screen, biochemical, uHTS, NADPH oxidase regulatory subunit; hit rate 0.53% among 220,000; inhibition, % at 24.7 µM; fluorescence polarization, 2 h;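 active means inhibition above about 30%, limit read from the data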;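 further: 0% = p47phox with labelled peptide and 100% = labelled peptide alone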
Target sequence (P14598 whole entry, looked up): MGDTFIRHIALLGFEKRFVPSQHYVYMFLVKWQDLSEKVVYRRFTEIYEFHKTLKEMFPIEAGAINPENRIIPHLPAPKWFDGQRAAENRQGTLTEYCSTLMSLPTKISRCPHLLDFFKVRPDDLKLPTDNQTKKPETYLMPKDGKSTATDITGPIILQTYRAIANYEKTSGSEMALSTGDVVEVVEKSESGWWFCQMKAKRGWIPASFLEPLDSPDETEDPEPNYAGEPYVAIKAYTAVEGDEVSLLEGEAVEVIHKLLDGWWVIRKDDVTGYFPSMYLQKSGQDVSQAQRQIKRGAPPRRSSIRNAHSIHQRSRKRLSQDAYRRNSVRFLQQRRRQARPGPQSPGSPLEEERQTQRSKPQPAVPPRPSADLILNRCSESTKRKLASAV
Runt-SMMHC FRET – inhibitors of RUNX1 Runt–CBFb-SMMHC binding, primary screen, biochemical, FRET, Cerulean-Runt, Venus-CBFb-SMMHC, uHTS; inhibition, % at 20 µM; AID 1434, 2008; hit rate 0.74% among 220,000; Cerulean-Runt/Venus-CBFb-SMMHC FRET ratio 530/480, 1 h;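 active means mean inhibition across duplicate retests at 20 µM reaching about 50%, limit read from the data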;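 further: 0% = DMSO wells and 100% = wells with excess untagged CBFb-SMMHC; inhibitors lower the FRET ratio by blocking Runt binding to CBFb-SMMHC; some results filed as inactive read as strong as hits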
Runt-CBFb FRET – inhibitors of RUNX1 Runt–CBFb binding, primary screen, biochemical, FRET, Cerulean-Runt, Venus-CBFb, uHTS; Cerulean-Runt/Venus-CBFb FRET ratio 530/480, 1 h; Runt-related transcription factor 1 (Homo sapiens) + Core-binding factor subunit beta …; hit rate 0.46% among 220,000; inhibition, % at 20 µM;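 active means inhibition over about 50% at 20 µM in the single-dose screen, limit read from the data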;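 further: 0% = DMSO wells and 100% = excess unlabeled CBFb competitor control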
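Measured by: fluorescence energy transfer, 422 nm excitation, 530/480 nm emission; test system: Cerulean-tagged RUNX1 Runt domain (FRET donor) fusion protein; buffer or medium: Tris pH 7.5 buffer with BSA; compound: one dose, 20 µM compound, 1% DMSO; times: two 1 h room-temperature incubations shielded from light; benchmarks: unlabeled CBFb 5 µM, positive control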
Furin inh – human furin inhibitors, primary screen, biochemical, fluorescence intensity. purified furin, fluorogenic substrate cleavage. inhibition, % at 30 µM. hit rate 0.061% among 220,000; in the data active means inhibition above about 25%; further: inactives centre near -15
m-calpain inh – inhibitors of pig calpain II, primary screen, biochemical, fluorogenic peptide substrate, 1536-well; hit rate 0.37% among 220,000; AID 1236, 2008; inhibition, % at 16 µM; purified calpain II, 30 min;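 active means inhibition above about 50%, limit read from the data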
EBV gp42 block – Epstein-Barr virus gp42 inhibitors, primary screen, biochemical, uHTS, fluorescence polarization. Glycoprotein 42 (Epstein-Barr virus (strain AG876)), Q1HVG2. inhibition, % (tested at 21.74 µM). Fluorescence polarization binding assay, mP read-out. hit rate 0.42% among 220,000; in the data active means inhibition above about 50%
Target sequence (Q1HVG2 whole entry, looked up): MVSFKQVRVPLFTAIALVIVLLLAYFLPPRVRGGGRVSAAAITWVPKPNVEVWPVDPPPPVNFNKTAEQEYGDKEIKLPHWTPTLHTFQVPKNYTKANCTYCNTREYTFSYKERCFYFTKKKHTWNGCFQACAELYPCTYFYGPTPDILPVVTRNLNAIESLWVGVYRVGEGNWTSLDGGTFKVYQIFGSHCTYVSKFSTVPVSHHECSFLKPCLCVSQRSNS
RBBP9 inhibitor – human RBBP9 inhibitors, primary screen, biochemical, fluorescence polarization, FP-Rh probe, HTS; hit rate 0.2% among 220,000; Serine hydrolase RBBP9 (Homo sapiens), O75884; inhibition, % at 7.94 µM; recombinant RBBP9; AID 1515, 2009;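 active means inhibition above the campaign mean of all tested compounds plus 3 SD, cut at about 14% in these data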;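 further: plate controls were DMSO wells with RBBP9 for no effect and wells lacking RBBP9 protein for full effect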
Target sequence (O75884 whole entry, looked up): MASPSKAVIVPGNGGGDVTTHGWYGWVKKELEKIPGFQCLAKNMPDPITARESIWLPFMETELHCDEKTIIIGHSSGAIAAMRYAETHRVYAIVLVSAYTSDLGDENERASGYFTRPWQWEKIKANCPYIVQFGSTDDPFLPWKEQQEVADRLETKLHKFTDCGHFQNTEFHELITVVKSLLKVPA
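Material: RBBP9 protein. Amount: RBBP9 at 2.5 µM in dispensed solution, before mixing. Schedule: 30 min then 45 min, 25 °C. Medium: Tris buffer pH 8.0, NaCl, Pluronic. Measured by: fluorescence polarization. Measure: percent inhibition from mP, scaled between DMSO and no-protein wells. Replication: one well per compound.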
p97 inhibitor – inhibitors of human p97 ATPase, primary screen, biochemical | inhibition, % at 8 µM | Transitional endoplasmic reticulum ATPase (Homo sapiens), P55072 | hit rate 0.42% among 220,000 | recombinant p97 ATPase, Kinase-Glo ATP luminescence, 3 h; in the data active means inhibition above about 15%;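 further: 0% = DMSO vehicle and 100% = wells lacking enzyme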
Starred values were filed as active, the others as inactive; · = not tested or not shown; [ ] = dose if it differs, or a comment.

SMILES	Tb hexokinase	p47phox inh	Runt-SMMHC FRET	Runt-CBFb FRET	Furin inh	m-calpain inh	EBV gp42 block	RBBP9 inhibitor	p97 inhibitor
COc1cccc(-c2nnc(NC(=O)C3CCCCC3)o2)c1	-13	-11	-2	3	-26	-44	-2	-2	4
Cn1nc(C(F)(F)F)c(C(=O)Nc2ccc(F)cc2F)c1Sc1cccc(Cl)c1	1	-6	0	-1	-23[20 µM]	-15	-17	-5	0
COc1ccc(OC)c(Nc2nc(-c3sc(NC(=O)c4ccccc4)nc3C)cs2)c1	1	-8	1	0	-19[20 µM]	11	-16	3	2
COc1c(S(=O)(=O)N2CCCC2)ccc(Cl)c1Cl	1	-11	3	-2	-24[20 µM]	22	-3	0	1
CCOc1ccccc1NC(=O)N1CCCC1C(=O)Nc1nnc(CC)s1 (stereo not given)	8	-8	-2	-1	-6[20 µM]	-17	-13	-7	-7
CC(=O)/C(=N/Nc1cccc(Cl)c1)Sc1nnc(C(O)c2ccccc2)n1-c1ccccc1 (stereo not given)	0	6	1	-2	-9	-3	9	-4	5
NCCCC[C@@H]1NC(=O)c2cc([N+](=O)[O-])cc(I)c2SC[C@@H](C(N)=O)NC(=O)[C@H](Cc2ccc(O)cc2)NC1=O	3	-5	2	3	-17	-61	-7	-8	10
CCn1c(NCCCO)nc2c(c1=O)C(C)(CC)Cc1ccccc1-2 (stereo not given)	-25	-4	-7	-1	-86	-334	-8	-2	3
COc1ccccc1N1CCN(C(=O)CSc2nnc(NC(=O)C(C)C)s2)CC1	3	-2	-1	-1	-15	2	-9	1	0
O=C(CSc1nnc(CNC(=O)c2ccco2)o1)Nc1ccccc1	-3	-3	-2	1	-6	-17	-5	-6	-2
O=C(Nc1ccc(F)cc1)c1ccc(S(=O)(=O)N2CCOCC2)o1	-22	-1	-1	-1	-23	-12	-6	1	6
O=C(Nc1ccccc1)c1ccc(S(=O)(=O)NCc2ccco2)cc1	6	-7	-2	-1	-17[20 µM]	-2	-19	-8	6

Single records, from the list above. Values in the order: Tb hexokinase, p47phox inh, Runt-SMMHC FRET, Runt-CBFb FRET, Furin inh, m-calpain inh, EBV gp42 block, RBBP9 inhibitor, p97 inhibitor
`O=C(Nc1ccc(F)cc1)c1ccc(S(=O)(=O)N2CCOCC2)o1` as listed: -22, -1, -1, -1, -23, -12, -6, 1, 6
`O=C(Nc1ccccc1)c1ccc(S(=O)(=O)NCc2ccco2)cc1` as listed: 6, -7, -2, -1, -17[20 µM], -2, -19, -8, 6

Remaining list, next part:
SMILES	Tb hexokinase	p47phox inh	Runt-SMMHC FRET	Runt-CBFb FRET	Furin inh	m-calpain inh	EBV gp42 block	RBBP9 inhibitor	p97 inhibitor
CCN(CC)S(=O)(=O)c1ccc(S(=O)(=O)N(CC(=O)Nc2ccccc2)Cc2ccco2)cc1	3	-4	0	3	-24[20 µM]	15	-7	-5	2
CC(C)(C)C1CCc2c(sc3nc(SCC(N)=O)nc(N)c23)C1 (stereo not given)	-5	-110	-1	-6	-11[20 µM]	-13	-5	1	0
COc1ccc(CCN2C(=O)CC(Cc3ccccc3)C2=O)cc1OC (stereo not given)	-4	-10	1	1	-21	-8	-24	-3	4
NCCCCCC(=O)N/N=C/c1ccc2nccnc2c1	-26	11	-2	0	-14	-3	-7	-3	-2
CCOC(=O)CNc1c(-c2ccc(OC)cc2)nc2ccc(Cl)cn12	-14	-8	-1	-2	-36[20 µM]	-90	12	-1	-1
COc1ccc(OCC(=O)N(C)Cc2ccccc2)cc1	-1	4	2	-1	-12	9	-17	-3	2
CC1CN(CC(O)COC(c2ccccc2)c2ccccc2)CC(C)O1 (stereo not given)	-3	-17	-1	1	-24	17	-2	-4	-3
O=C(NC(=S)N1CCN(c2ccc(C(F)(F)F)cc2[N+](=O)[O-])CC1)c1cccs1	7	-12	3	0	-11	0	-1	-2	-3
COCCNC(=O)[C@H](CSCc1ccccc1)N1Cc2ccccc2C1=O	-9	-9	4	1	-19	20	-8	-3	-2
CCN(CC(=O)Nc1sc2c(c1C#N)CCC(C)C2)CC(=O)NC1CCS(=O)(=O)C1 (stereo not given)	-6	-10	-8	-5	-18	-22	-3	-1	-3
Cc1ccccc1C(=O)NC1CCS(=O)(=O)C1 (stereo not given)	5	12	1	2	-5[20 µM]	9	-5	-9	-8
CCOc1ccccc1NC(=O)C(NCC1(N2CCCCC2)CCCCC1)c1ccccc1 (stereo not given)	14	0	-6	-1	-21	41	-15	-8	-3

Pulled by structure from the entries so far, 2 records:
SMILES	Tb hexokinase	p47phox inh	Runt-SMMHC FRET	Runt-CBFb FRET	Furin inh	m-calpain inh	EBV gp42 block	RBBP9 inhibitor	p97 inhibitor
COc1ccc(CCN2C(=O)CC(Cc3ccccc3)C2=O)cc1OC (stereo not given)	-4	-10	1	1	-21	-8	-24	-3	4
CC(=O)/C(=N/Nc1cccc(Cl)c1)Sc1nnc(C(O)c2ccccc2)n1-c1ccccc1 (stereo not given)	0	6	1	-2	-9	-3	9	-4	5

The results go on:
SMILES	Tb hexokinase	p47phox inh	Runt-SMMHC FRET	Runt-CBFb FRET	Furin inh	m-calpain inh	EBV gp42 block	RBBP9 inhibitor	p97 inhibitor
O=C(COC(=O)C12CC3CC(CC(C3)C1)C2)NCCc1ccccc1	-1	-2	-4	-2	-14[20 µM]	27	4	8	-3
Cc1ccc(S(=O)(=O)c2c(COC(=O)c3cccc(Cl)c3)c(-c3ccccc3)nn2C)cc1	-14	4	3	-2	-25[20 µM]	5	14	-7	-3
O=C(NCc1ccc(Cl)cc1)C1CCC(CNc2c(N3CCCC3)c(=O)c2=O)CC1 (stereo not given)	-2	-2	4	1	2	20	-4	-5	-6
COc1ccc(Cn2nnnc2CN2CCCCCC2)cc1	-12	-9	-3	1	-17	-19	3	-8	0
COc1ccc2nc(Nc3nc4ccc(NC(C)=O)cc4s3)sc2c1	-14	-10	-1	-4	-22	-21	-24	2	8
Cc1nn(C)cc1C1C2=C(CC(C)(C)CC2=O)OC2=C1C(=O)CC(C)(C)C2	1	2	3	-1	-20	19	-18	-4	-1
COC(=O)c1ccc(CSc2nc(-c3ccc(OC)cc3)nc3c2c(=O)n(C)c(=O)n3C)o1	-14	·	·	·	-18[20 µM]	·	·	1	1
O=C1NN(c2ccc(Cl)cc2)C(=O)/C1=C\c1ccc(-c2cccc(C(=O)O)c2)o1	17	-21	8	18	-8	-62	18	-5	7
CCSc1ncnc2sc(C)c(C)c12	2	5	-4	-2	-16	12	-4	0	-7
COCCNC(=O)C(c1ccco1)N(C(=O)Cn1nnc2ccccc21)c1ccccc1C (stereo not given)	0	3	0	0	-32[20 µM]	-26	-13	-12	1
CCCNC(=O)COC(=O)/C=C/c1ccc2c(c1)OCO2	-30	-9	-7	-1	-12	-56	-9	-6	7
CC1CC(C)CN(c2ncnc3c2cnn3Cc2ccc(Cl)cc2)C1 (stereo not given)	-2	-6	0	-5	-4[20 µM]	24	3	-14	-12
CC(C)NC(=S)N1CCN(S(=O)(=O)c2cccc(C(F)(F)F)c2)CC1	30	6	1	-2	-8	13	-1	-7	0
CCC1(C)Cc2c(sc3c2c(=O)n(C)c2nnc(SCCc4ccccc4)n32)CO1 (stereo not given)	3	-6	2	-7	-13	-11	-9	-5	-1
Cc1ccccc1N(C(=O)CCC(=O)Nc1ccccn1)C(C(=O)NC(C)C)c1ccc(O)cc1 (stereo not given)	40	-13	-6	-1	-7	-16	-11	-4	0
CC(C)NCC1CCc2cc(CO)c([N+](=O)[O-])cc2N1 (stereo not given)	-9	-9	-3	0	-9	0	-6	-4	-1
COc1cccc(-n2c(SCC(=O)N3CCc4ccccc43)nnc2-c2c[nH]c3ccccc23)c1	-1	14	-4	-2	-7	-18	-21	-2	5
CCOC(=O)N1CCN(c2c(N3CCN(c4cc(C)ccc4C)CC3)c(=O)c2=O)CC1	-17	1	0	3	-22	-11	-12	-9	-3
CCc1ccc(NC(=O)CO/N=C(\C)c2cc3ccccc3o2)cc1	9	-13	2	-2	-12	13	-15	-13	2
Cc1cccc(NC(=S)N/N=C/c2ccc(Cl)c([N+](=O)[O-])c2)c1	-8	-3	-25	0	-4[20 µM]	32	-1	-8	-5
O=S(=O)(c1ccccc1)N(C1=NCCS1)S(=O)(=O)c1ccccc1	4	0	1	2	-30	16	2	-3	3
CCOc1ccc(-c2nc(-c3cccnc3)no2)cc1OCC	-8	-8	-1	2	-3[20 µM]	-48	-8	-1	4
CNC(=S)N/N=C/c1c(C(=O)OC)cnn1-c1ccc(F)cc1F	-60	2	3	0	17	14	-11	-9	3
CC(C)(C)C(=O)N1CCC(O)(CS(=O)(=O)Cc2ccc(Cl)cc2)CC1	-4	4	-4	0	-27[20 µM]	19	4	-8	-1
NS(=O)(=O)c1cccc(NC(=O)COc2ncnc3c2cnn3-c2ccccc2)c1	0	-7	-2	0	-13	-15	-15	-5	-2
COc1ccc(OC)c(S(=O)(=O)NCCC(C)C)c1	2	5	-12	-3	-26	-14	2	-14	2
Cc1c(Br)c([N+](=O)[O-])nn1CC(=O)Nc1ccc(CC#N)cc1	1	10	3	0	-26	22	-2	-17	-3
O=C(Nc1ccc2c(c1)OCO2)Oc1ccccc1	0	-11	7	8	-20[20 µM]	-10	-23	8	-1
CC(=C\C(=O)O)/C(=C\c1cccc2ccccc12)C(=O)O	-5	-4	0	1	-11	-8	-2	-4	-1

A different layout for some results above:
compound: Cc1c(Br)c([N+](=O)[O-])nn1CC(=O)Nc1ccc(CC#N)cc1
- Tb hexokinase: 1
- p47phox inh: 10
- Runt-SMMHC FRET: 3
- Runt-CBFb FRET: 0
- Furin inh: -26
- m-calpain inh: 22
- EBV gp42 block: -2
- RBBP9 inhibitor: -17
- p97 inhibitor: -3
compound: O=C(Nc1ccc2c(c1)OCO2)Oc1ccccc1
- Tb hexokinase: 0
- p47phox inh: -11
- Runt-SMMHC FRET: 7
- Runt-CBFb FRET: 8
- Furin inh: -20[20 µM]
- m-calpain inh: -10
- EBV gp42 block: -23
- RBBP9 inhibitor: 8
- p97 inhibitor: -1
